G6PDH counter – inhibits Leuconostoc G6PDH, flagging false hits in G6PDH-based assays; Purified L. mesenteroides G6PDH, diaphorase/resazurin coupled fluorescence, 45 min; inhibition, % at 5 µM; 0.12% of 200,000 active; in the data active = inhibition above about 50%
TLR4 MyD88 comp – TLR4-MyD88 interaction inhibition in cells. HeLa CL3-4 TLR4/MyD88 BLA complementation, FRET ratio. AID 861. inhibition, % at 8.4 µM. 0.18% of 200,000 active; in the data active = inhibition above about 25%;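 also: 0% = vehicle and 100% = reference inhibitor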
Target sequence (O00206 whole entry, looked up): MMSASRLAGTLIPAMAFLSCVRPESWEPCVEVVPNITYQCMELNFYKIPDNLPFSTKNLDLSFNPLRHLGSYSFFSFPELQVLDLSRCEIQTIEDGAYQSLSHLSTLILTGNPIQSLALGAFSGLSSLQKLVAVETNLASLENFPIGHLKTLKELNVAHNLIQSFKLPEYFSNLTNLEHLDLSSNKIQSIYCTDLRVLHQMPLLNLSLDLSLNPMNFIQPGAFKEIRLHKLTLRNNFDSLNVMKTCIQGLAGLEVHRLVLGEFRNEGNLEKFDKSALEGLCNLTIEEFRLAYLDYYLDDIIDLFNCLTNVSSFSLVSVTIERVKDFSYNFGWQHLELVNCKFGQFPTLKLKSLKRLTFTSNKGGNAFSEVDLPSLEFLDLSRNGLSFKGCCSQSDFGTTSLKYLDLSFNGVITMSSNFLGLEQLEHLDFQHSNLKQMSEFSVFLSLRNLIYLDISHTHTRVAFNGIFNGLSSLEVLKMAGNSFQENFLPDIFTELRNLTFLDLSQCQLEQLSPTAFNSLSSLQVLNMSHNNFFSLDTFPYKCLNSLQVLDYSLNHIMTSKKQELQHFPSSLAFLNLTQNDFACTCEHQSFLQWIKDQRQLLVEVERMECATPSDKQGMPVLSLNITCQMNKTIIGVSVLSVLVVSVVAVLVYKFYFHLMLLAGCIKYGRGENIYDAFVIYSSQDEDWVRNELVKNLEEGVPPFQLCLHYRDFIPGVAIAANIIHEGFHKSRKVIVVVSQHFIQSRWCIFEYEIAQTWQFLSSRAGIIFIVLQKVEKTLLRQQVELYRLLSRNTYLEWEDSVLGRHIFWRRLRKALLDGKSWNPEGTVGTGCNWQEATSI
Target sequence (Q99836 whole entry, looked up): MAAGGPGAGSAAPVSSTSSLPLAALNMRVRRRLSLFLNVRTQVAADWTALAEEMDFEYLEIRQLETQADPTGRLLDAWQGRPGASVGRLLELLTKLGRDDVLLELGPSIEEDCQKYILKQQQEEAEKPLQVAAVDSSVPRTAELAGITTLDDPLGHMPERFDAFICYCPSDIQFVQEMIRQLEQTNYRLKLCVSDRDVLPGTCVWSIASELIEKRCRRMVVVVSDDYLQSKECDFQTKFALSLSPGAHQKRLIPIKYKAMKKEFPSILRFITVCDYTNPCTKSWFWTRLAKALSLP
APP 5UTR inh – APP translation inhibition; inhibition, % at 2 µM; 0.82% of 190,000 active; SH-SY5Y APP 5'UTR-luciferase reporter, luminescence;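 active = inhibition above a set limit, derived from the sample mean plus 3 SD, cut at about 45% in these data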; also: values of inactives mirror those of a sister screen read the other way
STAT3 activator – STAT3 signaling activation. AID 871. U3A cells, IL-6 STAT3-luciferase reporter, luminescence; 100% = signal with IL-6 EC80 alone. 0.91% of 190,000 active. activation (% of control), % at 5.6 µM;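 active = activation above the screen-wide mean of compound activation plus 3 SD, cut at about 130% in these data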;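 also: 0% = background luminescence of wells with medium and substrate only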
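Detection: reporter luminescence signal / Assay system: STAT1-lacking human U3A cells, STAT3 luciferase reporter / Incubation: compound pre-incubation 1 h before IL-6, then 6 h stimulation at 37 °C / Control set: IL-6-only high control / Read-out: % activation relative to IL-6 control / Probe or stimulus: Interleukin-6, 33 ng/mL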
Hsp70 act – switches on Hsp70 transcription; HeLa Hsp70 promoter luciferase reporter, luminescence; scaled: vehicle 0, proteasome-inhibitor control 100%; activation, % at 10 µM; 0.04% of 200,000 active; AID 1203;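 active = activation above the mean across all tested compounds plus 3 SD, cutoff set per campaign, cut at about 5.5% in these data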;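 also: 100% = MG132 at 30 µM as the positive control and 0% = DMSO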
STAT1 act – increases IFN-gamma driven STAT1 reporter signal. NIH 3T3 STAT1-luciferase reporter, luminescence; 100% = IFN-gamma alone, no compound. activation (% of control), % at 5.5 µM. 2.6% of 200,000 active. AID 932;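 active = activation above the screen-wide mean activation plus 3 SD, cut at about 130% in these data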;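 also: raw ratio to IFN-gamma control signal so 100% means no change and 0% no light; values of inactives mirror those of a sister screen read the other way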
STAT3 blocker – STAT3 signaling inhibition; U3A cells, IL-6 STAT3-luciferase reporter, luminescence; host cell line lacks STAT1; inhibition, % at 5.5 µM; 0.89% of 190,000 active; AID 862;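 active = inhibition above the mean inhibition across all screened compounds plus 3 SD, cut at about 44% in these data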;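 also: 0% = DMSO only wells and 100% = 100 µM nifuroxazide control wells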
Diaph act CS – diaphorase activation or chemical reduction counter-screen | 0.005% of 190,000 active | AID 1229 | activation factor at 20 µM | Diaphorase/resazurin coupled assay, resorufin fluorescence, 16 min; hits give high values; 1 = vehicle wells, 0 = NADH-free wells;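 active = diaphorase activity raised at least twofold by the compound at 20 µM; inactive = activation factor below 2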
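Test system: Clostridium kluyveri diaphorase, purified enzyme. Buffer or medium: 50 mM HEPES pH 7.4 buffer plus MgCl2 and Tween 20. Also added: 0.114 mM NADH and 0.1 mM resazurin, final amounts. Dosing: compound 20 µM once, DMSO 1%. Schedule: 16 min enzyme reaction, ambient temperature. Detection: fluorescence of resorufin, 544 nm excitation, 590 nm emission.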
Diaph inh CS – inhibits diaphorase or chemically oxidizes, flagging diaphorase assay artifacts. diaphorase resazurin-to-resorufin fluorescence, NADH, 16 min; bacterial (C. kluyveri) enzyme, not human. 0.69% of 190,000 active. inhibition, % at 20 µM. AID 1217;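 active = primary screen inhibition at 20 µM above a set limit, cut at about 50% in these data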;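 also: plate controls were DMSO with full reaction for no effect and wells lacking NADH for full effect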
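System: Bacterial diaphorase enzyme (C. kluyveri) | Incubation: 16-min room-temperature incubation before reading | Benchmarks: No-NADH positive control and DMSO neutral control | Measured by: Resorufin fluorescence 544/590 nm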
STAT1 blocker – inhibitors of IFN-gamma induced STAT1 signaling | AID 920 | 0.35% of 200,000 active | inhibition, % at 5.5 µM | NIH 3T3 STAT1-luciferase reporter, luminescence;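 active = inhibition above a set limit, the mean inhibition across all tested compounds plus 3 SD, cut at about 34% in these data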;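 also: 0% = IFN-gamma with DMSO and 100% = IFN-gamma with 300 µM nifuroxazide; values of inactives mirror those of a sister screen read the other way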
The depositor's hits bear a star; . = not tested or not shown.

SMILES,TLR4 MyD88 comp,STAT3 activator,Hsp70 act,G6PDH counter,STAT1 act,STAT3 blocker,APP 5UTR inh,STAT1 blocker,Diaph act CS,Diaph inh CS
CC(C)CC1C(C#N)=C(N)SC(N)=C1C#N,-8.2,105.5,0.0,-3.7,103.1,-1.9,-4.6,-3.4,1,-0.1
CN(CCC#N)S(=O)(=O)c1ccc2c(c1)c(=O)n(C)c(=O)n2C,-10.7,101.6,-0.3,-1.5,93.9,-2.0,2.6,1.0,0.9,11.0
COc1cc(/C=C(\C#N)C(=O)NCC2CCCO2)ccc1OC(C)C (configuration not stated),-3.3,103.4,-0.3,7.8,97.4,-6.7,-0.3,3.0,1,3.3
COc1cc([N+](=O)[O-])ccc1NC(=O)CCCOc1ccccc1,-12.8,100.0,0.0,1.2,101.4,6.9,15.5,-1.5,0.8,17.3
CNC(=O)COC(=O)c1nc(-n2nc(C)cc2C)ccc1Cl,4.7,97.9,-0.3,1.2,93.2,3.0,-3.8,7.4,0.9,7.3
CCOc1ccc(Cc2nc(-c3nonc3N)no2)cc1OCC,1.4,94.3,-0.1,0.2,90.6,12.9,-28.6,10.6,0.9,10.6
CCCCCCOC(=O)Sc1nc2ccccc2o1,-2.1,89.8,-0.1,-0.4,107.5,13.2,-11.0,-1.7,0.9,7.6
CCOC(=O)N1CCC(NC(=O)C2CCN(S(=O)(=O)N3CCC(C)CC3)CC2)CC1,-11.0,98.4,-0.2,1.0,102.7,7.0,0.1,-3.0,0.8,20.6
Cc1ccc(OCC(=O)NNC(=O)c2cccnc2)cc1C,6.1,108.3,-0.3,10.5,101.3,-7.2,3.5,-0.8,0.9,13.4
CCc1nccn1S(=O)(=O)c1ccc(C)c(C)c1,-10.9,105.0,-0.4,-19.7,101.5,-1.7,8.6,-1.6,0.8,20.6
COc1ccccc1NC(=O)C1CC(=O)OC1c1ccccc1 (configuration not stated),-1.6,103.0,-0.3,10.1,110.9,0.9,-16.9,-11.7,0.9,10.0
CN(CC(=O)NCCc1ccc(Cl)cc1)S(=O)(=O)c1ccc2c(c1)c(=O)n(C)c(=O)n2C,-6.7,104.5,-0.3,-4.2,96.5,3.4,-15.7,3.9,0.8,23.0
Cc1ccc(NC(=O)CSc2ncc3ccccn23)cc1,-2.3,92.5,0.3,10.2,121.8,12.5,-31.7,-25.9,0.9,8.5
CCCCCCOc1ccc(C(=O)NCCCn2ccnc2)cc1,-10.2,102.5,-0.2,3.0,103.6,-0.8,-20.1,-4.4,1,-2.5
O=C1c2ccc3c4c(ccc(c24)C(=O)N1CCCCO)C(=O)N(CCCCO)C3=O,10.7,88.7,-0.2,21.7,111.6,18.9,28.5,-14.9,0.8,21.0
O=C(c1ccc2c(c1)OCO2)N1CCc2ccccc2C1,-3.2,110.5,-0.2,11.5,114.7,-5.0,-46.3,-16.1,0.8,17.5
COC(=O)c1c(C)[nH]c(C(C)=O)c1C,1.1,94.0,-0.2,9.5,98.2,12.1,-9.5,2.0,0.8,22.9
COc1ccc(C(=O)c2coc3ccc(O)c(CN4CCOCC4)c23)cc1,0.1,103.7,-0.1,0.4,91.5,0.8,-21.6,9.5,1,1.0
COc1ccc(NC(=S)N(CCN2CCOCC2)Cc2cc3cc4c(cc3[nH]c2=O)OCCO4)cc1,-14.0,107.8,0.0,19.7,109.1,-8.4,13.6,-11.0,0.8,18.9
NC(=O)C1CCN(C2OC(=O)c3ccccc32)CC1 (configuration not stated),5.1,98.8,0.3,14.9,91.1,2.2,-4.9,9.8,0.8,17.5
CCC(=O)NC(=S)Nc1cccc(Cl)c1N1CCCCC1,-1.7,103.4,-0.1,3.2,101.5,7.5,-6.9,-1.7,0.8,19.0
c1ccc2nc(-c3ccc(N4CCOCC4)cc3)ccc2c1,-0.6,22.4,-0.2,-20.0,38.5,99.2*,.,68.4*,0.9,9.5
CC(=O)C1=C(C)N(Cc2ccccc2)C(=O)N[C@H]1c1cccc(C(F)(F)F)c1,-1.2,101.3,-0.4,16.4,102.9,-4.4,-17.7,-3.2,0.8,18.9
O=C(Nc1nnc(-c2ccco2)o1)C1CCCCC1,4.9,98.1,-0.1,15.7,96.5,7.1,-1.5,3.9,0.9,5.2
COc1ccccc1-c1nnc2sc(C3CCCCC3)nn12,-5.5,102.6,-0.2,3.8,106.3,1.3,9.0,-8.6,0.7,26.0
O=C(NCc1ccccn1)c1ccco1,6.1,102.2,0.2,7.9,107.2,5.1,-12.2,-8.1,1,4.4
COc1ccc(OCC(=O)Nc2ccc3nc(C)sc3c2)cc1,3.6,91.2,-0.3,-5.4,99.7,15.6,22.5,0.2,1,0.3
C=CCOc1c(Br)cc(CNn2nnnc2N)cc1OCC,8.9,100.4,-0.1,-12.2,98.0,3.5,7.8,2.2,1,2.8
COc1ccc(OCc2nc(N)nc(Nc3cccc(C)c3C)n2)cc1,-2.8,89.5,-0.4,2.0,109.6,18.2,-2.9,-10.6,0.9,7.4
COc1cc(NC(=O)c2cccs2)c(C(=O)OCC(=O)NC(=O)NCc2ccccc2)cc1OC,9.4,71.0,-0.1,8.0,90.3,39.6,14.4,10.6,1.1,-6.6
c1ccc(-c2nc(-c3cccs3)[nH]c2-c2ccccc2)cc1,0.0,101.9,-0.3,0.4,101.7,8.0,0.9,-1.9,0.9,8.3
Cc1c(C(=O)C(=O)N2CCCc3ccccc32)c2ccccc2n1C,0.8,96.6,-0.3,8.0,101.1,9.0,10.7,-1.2,0.8,15.8
OC(COc1ccc(Cl)c2ccccc12)CN1CCN(c2ccccn2)CC1 (configuration not stated),4.6,97.4,0.0,-2.0,93.8,9.3,1.4,5.5,0.8,17.3
CC(N)C12CC3CC(CC(C3)C1)C2 (configuration not stated),-9.4,99.5,0.1,6.0,98.6,2.6,-4.6,0.0,0.9,8.1
COc1ccc(C[C@H]2CN3C(=NC[C@H]3C)N2CCNC(=O)CCC2CCCCC2)cc1,-0.2,.,0.2,10.6,96.1,.,-21.3,5.7,1,0.9
CCOc1c2ccc(C(=O)NCc3ccc4c(c3)OCO4)cc2nn1C,-17.1,97.9,0.3,-3.8,112.4,6.9,-5.8,-13.5,0.9,5.1
Cc1cc(C)n(CC(=O)n2c3ccccc3c3ccccc32)n1,11.8,105.5,-0.1,4.0,103.4,0.0,-23.5,-3.1,0.8,16.9
COCCNC(C(=O)Nc1ccc(C)cc1[N+](=O)[O-])c1ccccc1 (configuration not stated),-3.4,94.6,-0.1,4.9,97.2,8.1,-34.6,2.0,0.8,16.1
Cc1[nH]cnc1CSCc1ccc(F)cc1,-5.4,100.1,-0.2,1.4,100.0,0.0,-10.1,0.0,1,3.7
N#C/C=C1\n2c(nc3ccccc32)OC12CCCCC2,1.9,103.9,-0.2,-3.1,98.1,-3.5,13.5,4.1,0.9,10.0
COc1ccccc1NS(=O)(=O)c1cc(NC(=O)CNC(=O)c2ccccc2)ccc1C,0.7,113.4,-0.1,13.0,110.6,-19.3,-10.4,-11.9,0.9,9.6
Cc1nc2c(-c3ccc(Cl)cc3)c(C)[nH]n2c(=O)c1Cc1ccccc1,-8.5,99.2,-0.3,-0.2,94.3,5.3,42.1,4.7,0.8,21.7
COc1ccc(C(=O)NC(=S)N2CCCCC2)cc1,-10.1,95.7,-0.2,13.0,110.9,5.2,.,-6.5,1,4.9
CCOc1ccc(NC(=O)CSc2nnc(-c3ccccn3)n2N)cc1,-6.2,104.7,-0.3,0.3,97.8,2.1,1.5,2.4,1,-3.9
O=C(NCCSC1CCCCC1)c1ccccc1,-12.6,105.8,-0.2,3.7,126.6,-5.8,-16.4,-32.1,0.9,6.3
CC1(CCc2ccc(O)cc2)NC(=O)NC1=O (configuration not stated),-2.8,97.6,-0.3,3.4,99.5,3.1,2.6,0.5,0.9,13.7
Cc1ccc(CN2C(=O)c3ccccc3NC23CCN(Cc2ccccc2)CC3)cc1,0.0,108.5,-0.1,1.4,94.1,-7.6,11.2,4.7,0.9,7.9
COc1ccc(CNC(=O)c2cccc(S(=O)(=O)N3CCN(C)CC3)c2)cc1,10.4,99.1,-0.2,2.8,101.7,2.5,-18.6,-2.9,1,1.9
Fc1ccc2nc(C3CCN(Cc4nc(CC5CC5)no4)CC3)[nH]c2c1,2.3,106.5,0.0,3.8,99.7,-0.2,-6.5,-1.8,1.2,-19.3
COc1ccc2nc(SCC(=O)Nc3ccc(S(=O)(=O)Nc4nccc(C)n4)cc3)[nH]c2c1,-14.1,101.9,-0.4,12.6,89.8,4.2,5.8,11.1,0.9,6.6
COc1ccc(C2C(C(C)=O)=C(O)C(=O)N2CCc2c[nH]c3ccccc23)cc1OC (configuration not stated),12.6,104.6,0.1,5.4,97.8,-5.7,1.0,-0.5,0.8,16.9
Cc1ccc(S(=O)(=O)NCCC(=O)OCn2nnc3ccccc3c2=O)cc1,1.7,101.8,-0.2,9.3,95.7,1.4,-6.0,4.7,0.9,14.4
N=c1sccn1CC(=O)Nc1ccc(SC(F)F)cc1,-4.6,105.0,0.1,0.0,108.2,-0.9,-11.1,-8.9,1.1,-13.8
Cc1ccc(NC(=S)NCC23C=CC(O2)C2C(=O)N(c4ccc(C)cc4)C(=O)C23)cc1 (configuration not stated),0.4,87.5,-0.1,-0.8,100.0,13.0,2.7,-0.1,0.8,23.3
Cc1ccc(S(=O)(=O)N2CCN(S(=O)(=O)N(C)C)CC2)c(C)c1,-1.0,92.9,-0.3,-1.1,88.6,8.6,-4.7,12.4,0.9,5.0
O=C1c2ccccc2C(Nc2ccc(S(=O)(=O)N3CCCCCC3)cc2)N1c1ccccn1 (configuration not stated),-1.7,104.0,0.2,15.6,101.3,-0.1,7.4,-1.5,1.1,-5.8
CCCN1CCN(CCCNC(=O)Cn2cc3c(n2)CCCC3)CC1,-3.8,95.6,-0.4,-2.8,96.4,4.6,-14.9,1.1,0.9,12.3
CCn1cc(C(=O)O)c(=O)c2cc(F)c(N3CCN(S(=O)(=O)c4ccc(NC(C)=O)cc4)CC3)cc21,-17.0,102.0,-0.4,-20.1,105.7,3.1,-20.5,-6.2,0.9,7.0

Screens (PubChem)
